Myeloid diff MLP: myeloid differentiation induction; ER-HoxA9 myeloid progenitors, lysozyme-GFP differentiation, flow cytometry; AID 624256; calls only at 10 µM; hit rate 1% among 360,000;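 active = normalized GFP-positive differentiation at or above the plate's own cutoff, the solvent-only control mean plus 3 SD; inconclusive = no clear call, values can overlap the other calls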;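 note: cells exposed to compound for four days before flow analysis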
West Nile virus CPE: inhibition of WNV-induced cytopathic effect – cell-based, CPE readout (AID 1621) | CPE inhibition, % at 10 µM; hits with a dose series show IC50 in µM | hit rate 0.02% among 290,000 | West Nile virus-infected cells, CPE inhibition; higher % means a stronger effect; in the data active = a potency from the dose series; inconclusive = CPE inhibition mostly from about 3.7% at the one dose, without a potency; inactive = the rest, 99 in 100 with CPE inhibition below about 2.2%; note: strong numbers were not always called active
PhoP inhibition: PhoP-dependent GFP reporter repression – Salmonella Typhimurium, primary screen (AID 1863); S. Typhimurium PhoP-regulated promoter GFP reporter, 4 h; higher % means a stronger effect; inhibition, % at 50 µM, or IC50 in µM where a hit was titrated; hit rate 0.16% among 300,000;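 active = inhibition over 29.93%, a cutoff 3 SD above the screen mean, later confirmed by dose response; inconclusive = inhibition over 29.93% but no dose response follow-up; inactive = inhibition at most 29.93% or unconfirmed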;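 note: 0% = low Mg2+ inducing control and 100% = high Mg2+ repressing control; strong numbers were not always called active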
SV40 large T antigen: TAg ATPase/helicase activity blockers – biochemical (AID 1903). one-dose inhibition, % at 20 µM; IC50 in µM for titrated hits. SV40 large T antigen ATPase/helicase inhibition assay; higher % means a stronger effect. hit rate 0.39% among 310,000; in the data active = a potency from the dose series; inconclusive = inhibition mostly from about 32% at the one dose, without a potency; inactive = the rest, 99 in 100 with inhibition below about 32%; note: strong numbers were not always called active
RSV CPE inhibition: RSV antiviral activity via CPE protection, HEp-2 cells, primary 10 µM value included (AID 2391); HEp-2 cells, RSV-induced CPE inhibition; higher % means a stronger effect; CPE inhibition, % at 10 µM, or IC50 in µM where a hit was titrated; hit rate 0.13% among 310,000; in the data active = a potency from the dose series; inconclusive = CPE inhibition mostly from about 23% at the one dose, without a potency; inactive = the rest, 99 in 100 with CPE inhibition below about 21%; note: strong numbers were not always called active
b-catenin transl: modulators of beta-catenin nuclear translocation. HeLa beta-catenin nuclear translocation, immunofluorescence imaging. nuclear translocation activity, % at 5 µM. hit rate 0.3% among 190,000;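 active = nuclear translocation activity above 50% at 5 µM, with a well cell count of 50 or more; inconclusive = wells under 50 cells across six images, flagged as toxic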;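 note: per-cell ratio of nuclear to cytoplasmic median beta-catenin stain intensity; plate controls were DMSO negative control for no effect and GSK-3 inhibitor IX positive control for full effect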
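assay system = human HeLa cells, endogenous beta-catenin | times = compound treatment 24 h, 37°C, 5% CO2 | detection = Anti-beta-catenin immunofluorescence on PFA-fixed, Triton-permeabilized cells, DAPI nuclei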
T cell modulator: modulates CD8 T cell binding to vesicles; hit rate 0.068% among 330,000; calls only at 7 µM; 2C CD8+ T cell-vesicle binding, flow cytometry; hits give low values; AID 2052;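 active = response, share of CD8 T cells binding vesicles, and their 90th percentile fluorescence all below set limits, cut at about 80% in these data, passing the limit was not always enough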
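Material: 2C TCR transgenic mouse naive CD8+ T cells, MACS-purified. Also added: QL9-charged Drosophila Ld/ICAM-1/B7-1 vesicles. Timing: binding 1.5 h at 37 °C. Measured by: high-throughput flow cytometry with anti-B7-1 and anti-CD8 staining. Read-out: percent CD8+ FL2 mean versus row control. Controls: Unloaded micro-vesicles (low), QL9 vesicles with 0.7% DMSO (high).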
Rac1 GTP hydrolysis: MgcRacGAP GTPase-activating activity inhibitors, confirmation, biochemical, ADP Hunter fluorescence; one-dose inhibition, % at 30 µM; IC50 in µM for titrated hits; hit rate 0.6% among 340,000; AID 624330; MgcRacGAP-stimulated Rac1 GTP hydrolysis, ADP Hunter fluorescence; higher % means a stronger effect; GST-tagged Rac1 F28L mutant substrate;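 active = first-screen hits whose inhibition reached a set limit at any dose in the follow-up dose series; inconclusive = inhibition above the set first-screen limit but never retested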;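 note: fluorescence reports GDP produced by GAP-driven GTP hydrolysis; strong numbers were not always called active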
WT yeast gro inh: growth inhibition of WT yeast, mitochondrial fusion screen | mitochondrial fusion phenotypic screen, WT strain | inhibition, % at 10 µM | hit rate 2.1% among 190,000 | AID 1362; in the data active = inhibition above about 58%; tested in S. cerevisiae
WT yeast gro inh mutant strain: recorded beside WT yeast gro inh, whose call it bears; inhibition, %; mitochondrial fusion phenotypic screen, mutant strain inhibition
b-catenin transl cell count 5 µM: further read-out of b-catenin transl, marked with its call; cell count; measured here: cell count, cytotoxicity flag
T cell modulator vesicle-bound %: further read-out of T cell modulator, marked with its call; double positive events, %; measured here: CD8+ vesicle-bound cell fraction;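 binding gate set so that unloaded-vesicle control wells show 10% double positive cells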
Myeloid diff MLP GFP+ MAC1+ %: also measured in Myeloid diff MLP; calls as there; GFP+ MAC1+ double positive, %; measured here: differentiation confirmed by MAC1 staining
* marks the source's active call; other numbers are inactive results; i = inactive; ? = inconclusive; . = not tested or not shown; + = active, no number. This is a random part of the collection, and some 3.6% of all compounds hit somewhere here.

Start of the listing, in advance (two entries):
SMILES	Myeloid diff MLP	Myeloid diff MLP GFP+ MAC1+ %	West Nile virus CPE	PhoP inhibition	SV40 large T antigen	RSV CPE inhibition	b-catenin transl	b-catenin transl cell count 5 µM	T cell modulator	T cell modulator vesicle-bound %	Rac1 GTP hydrolysis	WT yeast gro inh	WT yeast gro inh mutant strain
O=C(NC1CCCC1)C(c1ccc(F)cc1)N(Cc1ccccc1Cl)C(=O)CCl (centres undefined)	i	0.5	-0.4%	-1%	3%	4.3%	4.8	1022	i	14	5%	-6	-10
Cc1ccc(CN2C(=O)CCC2C(=O)NCc2ccc(F)cc2)cc1 (centres undefined)	i	0.9	0.2%	-8%	6%	1.2%	1.7	1345	i	55	10%	-6	6

Main list, repeating the preview:
SMILES	Myeloid diff MLP	Myeloid diff MLP GFP+ MAC1+ %	West Nile virus CPE	PhoP inhibition	SV40 large T antigen	RSV CPE inhibition	b-catenin transl	b-catenin transl cell count 5 µM	T cell modulator	T cell modulator vesicle-bound %	Rac1 GTP hydrolysis	WT yeast gro inh	WT yeast gro inh mutant strain
O=C(NC1CCCC1)C(c1ccc(F)cc1)N(Cc1ccccc1Cl)C(=O)CCl (centres undefined)	i	0.5	-0.4%	-1%	3%	4.3%	4.8	1022	i	14	5%	-6	-10
Cc1ccc(CN2C(=O)CCC2C(=O)NCc2ccc(F)cc2)cc1 (centres undefined)	i	0.9	0.2%	-8%	6%	1.2%	1.7	1345	i	55	10%	-6	6
O=C1C(NS(=O)(=O)c2cccs2)=C(N2CCN(Cc3ccccc3)CC2)C(=O)c2ccccc21	i	0.8	0.1%	-8%	27%	-2.1%	0.1	1344	i	16	-3%	.	.
Cc1ccc(C(=O)O)cc1NC(=S)NC(=O)c1ccc([N+](=O)[O-])c(C)c1	i	0.4	0.5%	-13%	8%	1.9%	-0.3	967	i	26	2%	4	8
COc1ccc(OC)c(NC(=O)C(=O)NNC(=O)c2cccs2)c1	i	0.5	-0.3%	-6%	17%	1.5%	0.2	1115	i	54	12%	3	-5
CN(CCCNC(=O)c1ccccc1F)CCCNC(=O)c1ccccc1F	i	0.2	-0.8%	1%	13%	0.5%	.	.	i	37	10%	.	.
Fc1ccc(N2CCN(C(=S)NCc3ccco3)CC2)cc1	i	1.0	1.0%	-4%	7%	-0.7%	-1.5	1056	i	57	8%	-10	-2
O=c1c2nnn(-c3ccccc3)c2ncn1C/C=C/c1ccccc1	i	5.0	0.1%	-6%	9%	-0.2%	0.8	1152	i	38	1%	2	10
Cc1ccccc1NC(=O)COC(=O)c1ccc(S(=O)(=O)N2CCCC2)cc1	+	8.2*	.	.	.	3.2%	.	.	i	42	4%	.	.
COc1cc2c(cc1OC)C(COc1ccccc1OC)N(C(C)=O)CC2 (centres undefined)	i	0.4	-0.4%	-2%	6%	1.8%	.	.	i	27	10%	.	.
COc1ccccc1-c1ccc(Nc2cccc(C(C)=O)c2)nn1	i	4.7	0.0%	1%	18%	3.3%	.	.	i	12	5%	2	-9
Brc1ccc(C=Nc2ccc(Nc3ccccc3)cc2)s1	+	1.4*	-0.8%	12%	5%	-0.1%	-1.6	1031	i	40	?	27	21
COc1cccc(-c2c(NC(=O)c3ccco3)n(-c3ccc(C)cc3)nc(C)c2=O)c1	+	2.3*	0.0%	9%	14%	1.2%	1.4	1162	i	50	3%	10	12
CCOc1ccc(Oc2nc(NCC(C)C)nc(N(C)C)n2)nn1	i	1.1	-0.2%	7%	4%	0.0%	0.6	850	i	46	7%	-14	-13
CCOC(=O)COn1c(=O)c(-c2ccco2)[n+]([O-])c2ccccc21	i	0.7	-0.2%	-15%	18%	3.5%	1.0	1392	i	49	8%	-31	-7
COc1ccc2cc3cc(C(=O)NC(C)C)oc3nc2c1	i	0.6	0.2%	16%	6%	7.3%	.	.	i	17	10%	-2	6
COc1cc([C@H]2[C@@H]3CCCC[C@]3(O)CCN2CC(=O)Nc2ccc(C)cc2C)ccc1O	i	0.7	0.0%	-1%	5%	4.0%	-2.5	952	i	28	6%	-11	-1
COCc1cc(=O)n2c(-c3ccc(C)cc3)n[nH]c2n1	i	0.8	0.1%	3%	6%	1.7%	-1.7	1105	i	64	7%	4	-4
CCCC(=O)NCc1cc(-c2nn(C)c(=O)c3ccccc23)ccc1OC	i	0.1	-0.8%	-6%	23%	-1.7%	-1.4	1100	i	55	2%	2	7
Cn1cc[nH]c1=S	i	5.3	.	1%	6%	.	.	.	.	.	-1%	13	-4
CCC(=O)Nc1cc(OC)c(NC(=O)c2ccccc2)cc1OC	i	1.1	0.2%	6%	19%	0.7%	.	.	i	46	6%	13	14
O=C(NC1CCCC1)C(=O)N(Cc1cccnc1)C(C(=O)NC1CCCC1)c1ccco1 (centres undefined)	i	0.4	0.6%	3%	1%	0.3%	0.8	1462	i	10	2%	-8	9
O=C(CNC(=O)c1ccncc1)N/N=C/c1ccc(O)cc1O	i	1.1	1.0%	3%	31%	0.9%	-4.7	1169	i	15	75µM*	.	.
COc1ccc(/C=C2/NC(=O)CNC2=O)cc1	i	0.7	0.1%	13%	-9%	0.6%	.	.	i	38	8%	.	.
Cc1csc(NC(=O)c2ccc(C)c(S(=O)(=O)N3CCOCC3)c2)n1	.	.	-0.2%	6%	13%	2.5%	0.0	1183	i	34	.	-1	3
S=c1[nH]nc(-c2cc(-c3ccccc3)n[nH]2)n1/N=C/c1cccc(Cl)c1	i	0.5	-0.3%	-12%	17%	.	-5.1	1189	i	40	18%	.	.
O=C(Nc1ccc(N2CCCCC2)cc1)c1ccc2ccccc2n1	i	1.1	-1.3%	-3%	11%	0.2%	0.6	1065	i	4	27%	10	19
O=C(CCc1ccccc1)Nc1cccc(-c2nnc(-c3ccco3)o2)c1	i	0.9	0.1%	5%	0%	2.8%	-1.6	1144	i	20	4%	3	-26
CC1=C(C(=O)NCc2ccccn2)C2(CCC(C)CC2)OC1=O (centres undefined)	i	1.7	.	4%	7%	1.7%	-3.2	1104	i	25	2%	6	11
Cc1cc(-c2cccnc2)c(C#N)c(SCC#N)n1	i	3.7	-0.1%	-3%	4%	-0.8%	.	.	i	16	6%	-2	-21
COc1cc(/C=N/Nc2nc(-c3ccc(S(=O)(=O)N(C)C)cc3)cs2)ccc1O	i	0.8	1.9%	-9%	22%	?	1.8	1242	i	30	11%	.	.
O=[N+]([O-])c1cc(CN2CCOCC2)c2cccnc2c1O	.	.	-0.5%	44µM*	?	.	-0.9	962	.	.	.	-13	4
COc1cc2c(cc1OC)C(c1ccc(O)cc1)NCC2 (centres undefined)	i	1.3	-0.7%	6%	11%	1.1%	.	.	i	59	14%	.	.
COc1ccc(NC(=S)N2CCCC2)cc1	i	0.7	0.3%	10%	-16%	0.6%	-2.3	965	i	39	3%	-12	-6
c1ccc(CN2CCC(=NNc3nc4ccccc4[nH]3)CC2)cc1	i	1.0	-0.6%	-18%	30%	0.9%	-2.1	1093	i	58	-2%	12	2
CCc1cccc(NC(=O)COC(=O)C2CCN(c3ccc(C(F)(F)F)cn3)CC2)c1	i	0.5	.	-6%	14%	-1.0%	.	.	i	44	5%	.	.
Cc1[nH]c2ccccc2c1-c1csc(NC(=O)CN2CCOCC2)n1	i	0.6	-0.2%	6%	35%	-1.6%	0.0	974	i	49	26%	-1	-3
COc1ccc(CNC(N)=O)cc1OC	i	1.6	0.0%	1%	13%	2.0%	.	.	i	46	6%	-1	5
Cc1ccc(S(=O)(=O)c2c(N)n(CCN3CCOCC3)c3nc4ccccc4nc23)cc1C	i	1.0	-0.1%	4%	9%	1.9%	0.0	670	i	41	9%	7	0
Cc1ccc(CCNC(=O)c2cc(S(=O)(=O)N3CCCCC3)c[nH]2)cc1	i	2.6	-1.3%	.	.	-0.4%	.	.	i	31	4%	.	.
CCN1CCCC1CNS(=O)(=O)c1ccc(C(=O)Nc2ccccc2)cc1 (centres undefined)	i	0.8	-0.2%	1%	3%	0.2%	0.7	1014	i	12	7%	10	35
CCOc1ccc(/C=C2\SC(=S)N(Nc3ccccc3)C2=O)cc1OC	i	0.8	-0.3%	-4%	22%	8.7%	-1.2	517	i	58	-2%	14	17
O=C(CCC(=O)c1ccc(F)cc1)Nc1ccccc1Cl	i	0.3	-0.6%	27%	-49%	3.1%	.	.	i	60	5%	-13	-6
OC(CNCCc1ccc(Cl)cc1Cl)COc1ccccc1 (centres undefined)	i	1.9	-1.0%	7%	4%	1.1%	.	.	i	50	28%	.	.
Fc1cccc(CCN2CCNC[C@@H]2c2ccccc2)c1	i	1.3	.	.	.	-1.0%	.	.	i	20	3%	.	.
Cc1noc(C)c1CN1C(=O)NC2(CCCCCCC2)C1=O	i	0.3	0.2%	2%	2%	1.1%	.	.	.	.	0%	-7	9
Cc1ccc(S(=O)(=O)C2(C(=O)NCCc3ccccc3)CC2)cc1	i	0.5	-0.1%	6%	0%	1.7%	.	.	i	21	4%	.	.
CS(=O)(=O)c1ccc2nnn(OCC(=O)Nc3cccc(C#N)c3)c2c1	i	0.1	0.0%	-4%	0%	-0.6%	-0.7	1050	i	34	9%	.	.
Cc1cc(C)nc(Nc2n[nH]c(-c3cccc4ccccc34)n2)n1	i	0.8	.	2%	1%	3.6%	-0.2	1413	i	20	1%	9	-2
CSc1ccc(Cl)c(C(=O)NCCOc2ccccc2)c1	i	0.6	0.0%	13%	5%	3.4%	-0.5	1331	i	5	15%	11	3
CCOC(=O)C1CCCN(S(=O)(=O)CCNC(=O)c2cccc(OC)c2)C1 (centres undefined)	i	0.5	.	10%	12%	0.0%	.	.	i	41	4%	.	.
COc1ccc(S(=O)(=O)NNC(=O)C2CC(c3cccnc3)=NO2)cc1 (centres undefined)	i	0.6	1.0%	-1%	10%	1.0%	-3.4	1090	i	54	5%	-13	-8
CC(Oc1ccc2ccc(=O)oc2c1)C(=O)NCCCn1ccnc1 (centres undefined)	i	6.6	-0.1%	-2%	9%	-0.8%	.	.	i	22	10%	.	.
O=C(Nc1ccc(Cl)cc1)Nc1ccc(Oc2cccnc2)nc1	i	0.5	-1.6%	-4%	4%	1.3%	1.1	953	i	41	9%	.	.

Screening results from PubChem.
